# Compound activity as filed in PubChem.
# GASC-1 inh: inhibitors of human GASC-1 (JMJD2C) demethylase; Q9H3R0; GST-JMJD2C(1-420) H3K9me3 demethylation, DELFIA europium; inhibition, % at 2.35 µM; actives 0.069% (n = 330,000); AID 2099;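 active = more than half of a compound's replicate wells show inhibition beyond 50%, single wells judged on their own value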;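 note: signal counts dimethyl H3K9 product captured on neutravidin plate; 0% = median of DMSO wells and 100% = 0.3 times that DMSO median; strong numbers were not always called active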
# VLA-4 inh: inhibition in a human VLA-4 binding assay; P13612; VLA-4 expressing cells, ligand binding flow cytometry; inhibition, % (about 7 µM as worked out from the volumes in the protocol); actives 0.2% (n = 330,000); in the data active = inhibition above about 50%
# Target sequence (P13612 whole entry, looked up): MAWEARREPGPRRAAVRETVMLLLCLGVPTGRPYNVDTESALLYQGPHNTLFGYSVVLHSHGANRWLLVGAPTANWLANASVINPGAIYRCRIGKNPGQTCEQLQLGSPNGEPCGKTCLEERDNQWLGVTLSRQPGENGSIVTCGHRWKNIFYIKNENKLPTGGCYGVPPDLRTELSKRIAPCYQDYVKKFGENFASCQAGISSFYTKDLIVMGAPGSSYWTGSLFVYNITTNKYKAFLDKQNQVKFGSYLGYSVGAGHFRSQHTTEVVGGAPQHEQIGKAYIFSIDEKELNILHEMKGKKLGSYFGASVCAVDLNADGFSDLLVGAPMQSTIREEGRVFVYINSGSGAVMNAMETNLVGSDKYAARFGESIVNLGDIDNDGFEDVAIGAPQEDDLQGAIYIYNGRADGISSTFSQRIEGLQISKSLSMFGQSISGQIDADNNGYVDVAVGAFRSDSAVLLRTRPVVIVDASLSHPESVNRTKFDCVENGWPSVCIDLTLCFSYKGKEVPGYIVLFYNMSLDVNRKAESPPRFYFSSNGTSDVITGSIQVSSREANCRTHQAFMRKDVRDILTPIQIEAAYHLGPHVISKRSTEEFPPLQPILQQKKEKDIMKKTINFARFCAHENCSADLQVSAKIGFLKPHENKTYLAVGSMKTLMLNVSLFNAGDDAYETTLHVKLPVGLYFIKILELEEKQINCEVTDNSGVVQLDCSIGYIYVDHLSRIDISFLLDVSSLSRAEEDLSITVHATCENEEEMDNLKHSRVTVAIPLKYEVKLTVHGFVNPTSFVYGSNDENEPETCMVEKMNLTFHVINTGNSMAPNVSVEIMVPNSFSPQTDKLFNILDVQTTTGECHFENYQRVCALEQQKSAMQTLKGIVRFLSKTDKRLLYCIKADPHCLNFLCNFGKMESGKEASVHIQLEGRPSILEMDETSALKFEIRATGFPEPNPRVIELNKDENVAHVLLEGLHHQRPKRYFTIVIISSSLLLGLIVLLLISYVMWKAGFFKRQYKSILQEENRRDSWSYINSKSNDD
# AGP1-GFP MLPCN: yeast TOR pathway AGP1-GFP modulation; AID 2066; GFP response vs DMSO, % at 10 µM; actives 0.02% (n = 320,000); S. cerevisiae AGP1-GFP multiplex flow cytometry, 3 h; GFP as percent of DMSO wells;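 active = GFP response relative to DMSO above a set limit, near screen average plus 3 SD, cut at about 150% in these data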;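 note: median GFP channel fluorescence of the gated AGP1 strain per well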
# MEP2 TOR yeast: alters MEP2-GFP fluorescence in TOR pathway yeast screen. S. cerevisiae MEP2-GFP strain, flow cytometry GFP, 3 h; 100% = DMSO control level. GFP response vs DMSO, % at 10 µM. actives 0.51% (n = 330,000);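 active = GFP response versus DMSO above a set limit, roughly screen mean plus 3 SD, cut at about 180% in these data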;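 note: median GFP fluorescence of the barcode-gated MEP2-GFP cells per well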
# LAP4-GFP MLPCN: yeast TOR pathway LAP4-GFP modulation | S. cerevisiae LAP4-GFP multiplex, flow cytometry GFP, 3 h; median GFP as percent of DMSO wells | GFP response vs DMSO, % at 10 µM | actives 0.34% (n = 320,000);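 active = GFP response vs DMSO above a set limit, about the screen mean plus 3 SD, cut at about 150% in these data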
# RPL19A TOR yeast: modulators of TOR pathway RPL19A-GFP in S. cerevisiae | S. cerevisiae RPL19A-GFP strain, flow cytometry, 3 h; active compounds read low | percent response vs DMSO, % at 10 µM | actives 0.3% (n = 330,000);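 active = percent response vs DMSO below 50%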;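 note: median channel GFP fluorescence of the barcoded RPL19A-GFP strain; ratio of sample median GFP to plate DMSO average so 100% = DMSO; lower means less RPL19A-GFP as with rapamycin TOR inhibition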
# GRK2 aptamer HTS: inhibitors of human GRK2 displacing RNA aptamer; P25098; bead flow cytometry, FAM-aptamer displacement from GRK2; actives 0.59% (n = 330,000); inhibition of aptamer binding, % at 10 µM;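 active = inhibition of aptamer binding above 40%, roughly 3 SD of noise, on plates passing a quality check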;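 note: median bead fluorescence of bound FAM aptamer so fluorescent compounds give negative values; no value below 0 was filed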
# CIT2-GFP yeast: alters CIT2-GFP fluorescence in TOR pathway yeast screen; GFP response vs DMSO, % at 10 µM; S. cerevisiae CIT2-GFP strain, flow cytometry, 3 h; 100 means same as DMSO wells; actives 0.065% (n = 320,000); AID 2029;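 active = GFP response relative to DMSO above a set limit, near the screen mean plus 3 SD, cut at about 150% in these data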;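 note: ratio of well median GFP fluorescence to mean of DMSO wells on the plate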
# Starred values were filed as active, the others as inactive; i = inactive; · = no result given; & = joins results of further samples.
GASC-1 inh	VLA-4 inh	AGP1-GFP MLPCN	MEP2 TOR yeast	LAP4-GFP MLPCN	RPL19A TOR yeast	GRK2 aptamer HTS	CIT2-GFP yeast	molecule
-42.3	-1.1	61.9	83.7	82.4	100.2	0.0	88.5	CCOc1ccc(-c2cccc(NC(=O)c3ccc(Br)o3)c2)nn1
-9.3	6.6	100.1	104.4	96.2	105.2	5.0	104.2	COc1c(Cl)cc(Cl)cc1CNCc1ccccc1
10.5	-10.0	107.0	114.2	109.5	108.4	7.0	91.4	Cc1ccc(Nc2nnc(SC/C(O)=C(\C#N)c3nc4ccccc4[nH]3)s2)c(C)c1
14.3	1.8	100.3	93.1	104.4	97.7	0.0	94.1	CC(C)=CC(=O)OCC(=O)Nc1ccc(Cl)cc1
6.0	i	101.7	104.8	103.5	100.6	5.0	99.1	Cc1c(-c2ccc(O)cc2)nc2nc(-c3ccccc3)c(-c3ccccc3)nn12
-5.8	-9.7	88.4	89.8	91.3	109.5	2.0	85.9	O=Cc1ccccc1OCCOc1ccc([N+](=O)[O-])cc1
-8.9	-2.1	101.7	96.9	102.1	104.6	0.0	94.8	O=C(CSc1nnc(-c2ccccc2)o1)NC1CCCC1
-17.9	7.8	97.2	102.2	112.7	99.2	0.0	96.5	O=C(CCl)N1CCN(S(=O)(=O)Cc2ccccc2)CC1
4.1	-6.5	102.8	94.0	94.8	102.7	1.0	90.1	O=C(Nc1ccccc1C(=O)NCc1ccco1)c1ccco1
1.9	-29.1	100.5	109.0	98.5	102.5	0.0	111.2	Cc1ccc(C)c(S(=O)(=O)Nc2ccccc2C(=O)Nc2ccccc2N2CCOCC2)c1
-20.7	12.3	98.8	140.2	96.3	98.9	1.0	104.5	CCCc1cc(=O)[nH]c(SCC(=O)N2CCN(S(=O)(=O)c3ccc(C)cc3)C2)n1
-2.9	5.8	90.0	106.7	107.5	98.4	0.0	90.6	CC(=O)Oc1ccc(Nc2ccccc2)cc1
7.5	12.6	93.8	99.8	98.8	103.1	0.0	80.1	C/C=C(/C)C(=O)O[C@@H]1c2c(ccc3ccc(=O)oc23)O[C@@H]1C(C)(C)OC(C)=O
-40.9	11.6	114.6	103.0	104.3	103.6	0.0	110.0	COc1ccc(S(=O)(=O)NCC(c2cccs2)N2CCc3ccccc3C2)cc1 (stereo unspecified)
8.7	-1.6	98.5	98.7	93.8	95.4	0.0	·	COc1cccc(NC(=O)Cc2nnc(SCC(=O)NC(C)c3ccccc3)n2C)c1 (stereo unspecified)
-7.8	6.1	103.0	102.0	94.9	102.2	0.0	100.0	COc1ccc(NC(=O)c2cccc(N3C(=O)C4C5C=CC(C6CC56)C4C3=O)c2)c(OC)c1 (stereo unspecified)
-20.2	-3.9	88.2	98.3	82.6	95.7	1.0	91.9	C/C(=C\C(=O)C(F)(F)F)Nc1ccc(C)cc1
3.2	11.4	104.4	103.5	91.5	100.0	0.0	106.9	O=C(Cc1c(F)cccc1Cl)NC1=NCCS1
7.9	5.1	102.1	102.8	107.6	100.1	0.0	94.8	CCCOc1ccc2c(C)c(CC(=O)OC)c(=O)oc2c1
6.9	13.4	99.4	103.1	99.7	96.5	0.0	94.3	COc1ccc(/C=C/CN2CCC(Oc3ccc(C(=O)N4CCCCC4)cc3)CC2)cc1
-28.7	6.8	89.1	103.0	85.9	94.2	3.0	93.1	CCOC(=O)C1(CCOc2ccccc2)CCN(Cc2cccc(OC)c2O)CC1
1.3	2.7	92.6	91.3	93.4	91.7	0.0	96.4	COc1cc(C)nc(N2CCC(C(N)=O)CC2)n1
10.2	24.6	102.2	105.8	101.9	101.7	0.0	100.9	COc1ccc(CNC(=O)Cn2nc(C(F)(F)F)c(Br)c2C)cc1
-0.4	0.4	97.8	102.1	94.3	103.6	1.0	103.5	COc1ccc(CN2CCNC(=O)C2CC(=O)N(C)Cc2ccccn2)cc1OC (stereo unspecified)
6.9	6.4	94.0	98.5	98.8	101.1	0.0	93.3	COc1cccc(/C=C/C(=O)OCC(=O)Nc2cccc(S(=O)(=O)NC3=NCCCCC3)c2)c1
-22.1	0.8	99.5	97.7	96.8	98.2	0.0	99.7	CC(C)(C)NC(=O)COC(=O)c1ccc2c(c1)C(=O)N(Cc1ccco1)C2=O
-18.2	4.3	98.0	103.5	94.9	104.8	1.0	96.7	CCCCCC1CC(COc2ccccc2)OC1=O (stereo unspecified)
-1.8	-9.0	96.8	96.5	100.8	95.3	0.0	93.0	CN(C1CCCCC1)S(=O)(=O)c1cc2c(cc1Cl)NC(=O)CO2
4.2	14.5	100.5	99.5	97.1	104.0	0.0	102.3	COc1ccc(NC(=O)COC(=O)C2CCCCC2)c([N+](=O)[O-])c1
24.4	11.9	106.0	101.1	106.7	101.2	3.0	99.5	CCc1[nH]c(=O)c(C#N)c2c1COC(C)(C)C2
-22.2	0.5	101.8	108.7	94.8	105.4	2.0	102.4	Cc1ccc(CNC(=O)/C=C/c2ccc(S(=O)(=O)N3CCOCC3)cc2)cc1
9.6	17.7	105.1	111.4	115.0	103.0	0.0	107.9	COCc1nc(-c2ccc(-c3ccccc3)nc2OC)no1
9.8	-4.9	96.7	89.9	92.1	90.4	1.0	87.5	Cc1c(C)n2c(SCC(=O)N3CCCCCC3)nnc2[nH]c1=O
2.1	8.8	95.4	98.4	99.5	95.1	2.0	102.2	CCN(c1cccc(C)c1)S(=O)(=O)c1c(C)[nH]c(=O)[nH]c1=O
41.0	i	93.2	102.7	93.3	95.3	3.0	85.0	CCCCCCc1cc2cc(-c3nnc(-c4ccccc4)o3)c(=O)oc2cc1O
14.5	9.8	103.2	104.3	90.0	98.0	5.0	100.7	Oc1c(Br)cc(/C=N/n2c(-c3ccccc3)n[nH]c2=S)c(Br)c1O
17.8	0.3	·	86.8	88.2	88.5	2.0	81.7	O=C(/C=C\Nc1ccc2c(c1)OCO2)c1cccs1
1.8	4.7	103.0	97.6	101.6	100.6	0.0	94.0	COc1cccc(/C=C2\Oc3cc(OC(=O)N4CCOCC4)ccc3C2=O)c1
-2.2	-2.6	96.3	92.2	92.7	100.2	0.0	88.8	O=Cc1cc([N+](=O)[O-])ccc1N1CCOCC1
-1.4	3.0	115.2	104.4	112.0	103.8	5.0	99.5	CCOc1ccc(NC(=O)CN(C)C(=O)c2ccc(C3SCCS3)cc2)cc1OCC
20.3	13.5	101.3	104.5	100.6	100.0	0.0	101.4	C[C@H](NC(=O)Cn1cncn1)c1ccccc1
-5.1	0.9	94.1	97.1	89.1	90.8	0.0	92.9	CN(Cc1cccs1)C(=O)CN1C(=O)c2ccccc2S1(=O)=O
-27.5	-4.6	99.5	104.7	97.8	103.6	0.0	97.3	O=C(N/N=C/c1cccnc1)c1ccc(NC(=O)c2cccc(Cl)c2)cc1
-0.4	11.7	93.2	88.7	102.5	98.9	3.0	83.5	CC(=O)NC(C(=O)OCC(=O)N(c1ccccc1)c1ccccc1)C(C)C (stereo unspecified)
8.3	5.0	93.8	109.4	112.2	98.4	1.0	101.5	O=C(Oc1ccccc1)c1cccc2cccnc12
-15.8	-8.6	93.9	94.2	94.2	96.9	2.0	96.4	O=C(c1cc(C2CC2)on1)N1CCN(c2ccc(F)cc2)CC1
-9.9	-9.8	96.3	92.4	107.9	100.1	1.0	93.8	Cc1ccc(NC(=O)c2ccc([N+](=O)[O-])o2)c(C)c1
·	13.6	103.2	96.3	96.8	99.2	0.0	92.8	COc1ccc(S(=O)(=O)Nc2cccc3c2O[C@H](CN(C)Cc2ccncc2)[C@@H](C)CN([C@H](C)CO)C3=O)cc1
6.6	-39.8	105.2	101.2	100.5	101.6	2.0	98.3	O=C1C=C(c2ccccc2)C(O)(c2ccccc2)C1 (stereo unspecified)
-3.6	13.1	107.5	103.0	94.4	97.6	1.0	97.8	COC(=O)N1C(=O)[C@](c2ccccc2)(C(C)C)N1C(=O)OC
7.3	-10.9	104.9	107.5	105.0	98.6	0.0	98.5	CCOC(=O)/C(C(=O)Nc1ccccc1Cl)=C1/NC(C)(C)Cc2ccccc21
-4.4	7.3	97.3	96.5	102.3	98.6	2.0	94.3	CN1CCN(C(=O)c2ccc(CN3CCOCC3)cc2)CC1
-1.4	-0.3	104.4	100.5	98.4	101.8	2.0	104.9	CCOCCCNC(=O)c1cn(CC)c2ccc(S(=O)(=O)N(C)C3CCCCC3)cc2c1=O
5.6	-24.7	53.4	119.2	102.7	103.2	0.0	70.2	Cc1cc(Nc2cccc(C)c2C)n2nc(C)nc2n1
9.4	2.1	107.4	103.1	96.2	103.9	0.0	102.6	O=C(CSc1nc2[nH]ncc2c(=O)[nH]1)NCc1ccccc1
-23.0	-2.5	103.1	102.6	95.4	99.5	6.0	101.3	COc1cccc(/C=C2/NC(=O)N(CC(=O)Nc3ccc(C)cc3)C2=O)c1OCc1cccc(C(=O)O)c1
-9.9	·	95.8	107.7	135.9	99.4	9.0	85.5	CC(C)c1cc(C(=O)Nc2cccc(Cl)c2)no1
-3.1	15.0	94.8	104.7	102.1	101.4	0.0	96.3	CSc1ccccc1NC(=O)COC(=O)Cc1cccs1
9.5	-10.8	98.2	97.5	94.8	92.2	1.0	99.7	N#Cc1ccsc1NC(=O)CN1CCN(c2ccccn2)CC1
4.4	5.1	104.1	97.9	115.7	96.6	1.0	92.0	O=C(Nc1cccc2ccccc12)N1CCCN(c2c(Cl)cncc2Cl)CC1

# Shown bar-delimited: part of the list above.
canonical_smiles | GASC-1 inh | VLA-4 inh | AGP1-GFP MLPCN | MEP2 TOR yeast | LAP4-GFP MLPCN | RPL19A TOR yeast | GRK2 aptamer HTS | CIT2-GFP yeast
COc1cccc(/C=C2/NC(=O)N(CC(=O)Nc3ccc(C)cc3)C2=O)c1OCc1cccc(C(=O)O)c1 | -23.0 | -2.5 | 103.1 | 102.6 | 95.4 | 99.5 | 6.0 | 101.3
CCOC(=O)/C(C(=O)Nc1ccccc1Cl)=C1/NC(C)(C)Cc2ccccc21 | 7.3 | -10.9 | 104.9 | 107.5 | 105.0 | 98.6 | 0.0 | 98.5
CN(Cc1cccs1)C(=O)CN1C(=O)c2ccccc2S1(=O)=O | -5.1 | 0.9 | 94.1 | 97.1 | 89.1 | 90.8 | 0.0 | 92.9
CN1CCN(C(=O)c2ccc(CN3CCOCC3)cc2)CC1 | -4.4 | 7.3 | 97.3 | 96.5 | 102.3 | 98.6 | 2.0 | 94.3

# Other entries.
GASC-1 inh	VLA-4 inh	AGP1-GFP MLPCN	MEP2 TOR yeast	LAP4-GFP MLPCN	RPL19A TOR yeast	GRK2 aptamer HTS	CIT2-GFP yeast	molecule
-8.5	6.7	·	95.3	95.2	89.1	1.0	89.5	CC1=C(C)CC(C(=O)Nc2ccc(C(=O)N3CCOCC3)cc2)C(C(=O)O)C1 (stereo unspecified)
3.1	6.9	104.4	102.0	103.8	100.3	2.0	103.0	COc1ccc(C2C(C(=O)NC(C)C)c3ccccc3C(=O)N2C)cc1OC (stereo unspecified)
3.4	11.2	105.1	104.3	92.7	102.6	0.0	100.3	CCOc1ccccc1Nc1nnc(SCC(=O)Nc2nc(-c3ccc(OC)cc3)cs2)s1
-0.5	9.3	98.5	101.0	94.7	107.4	1.0	102.2	CCOc1[nH]n(-c2ccccc2)c(=O)c1C=Nc1ccccc1
-14.5&9.2	0.5	108.8	107.7	109.7	101.9	0.0	101.1	O=C(Nc1ccc(OCC(=O)N2CCN(S(=O)(=O)c3ccccc3)CC2)cc1)c1ccco1
26.3	2.7	102.0	104.1	102.3	102.3	0.0	95.0	CCCCNC(=O)CCc1nc2cccnc2n1Cc1ccc(OC)cc1
4.0	11.9	94.3	84.5	87.8	91.3	1.0	95.7	C/C(=N/NC(=O)CNC(=O)c1ccccc1F)c1ccc2c(c1)CCCC2
